GPR35 antagonists: inhibition of zaprinast-stimulated GPR35 beta-arrestin translocation – imaging, U2OS, beta-arrestin-GFP, zaprinast agonist, primary screen (AID 2058). one-dose inhibition, % at 10 µM; IC50 in µM for titrated hits. U2OS GPR35 beta-arrestin-GFP translocation imaging, zaprinast antagonism; higher % means a stronger effect. actives 0.052% (n = 290,000);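 active = inhibition of at least 50% with at least 30 cells and total cytoplasm GFP at most 10,000,000; inconclusive = under 30 cells or total GFP of 10,000,000 plus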
GPR55 activation: GPR55 agonists via beta-arrestin recruitment, primary screen, imaging, U2OS cells, beta-arrestin-GFP redistribution (AID 1961); U2OS GPR55 beta-arrestin-GFP redistribution imaging; higher % means a stronger effect; actives 0.048% (n = 290,000); activation, % at 10 µM; hits with a dose series show EC50 in µM;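 active = activation above 40% with more than 50 cells counted in the well; inconclusive = wells holding fewer than 50 cells, flagged as toxic or sparse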;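 also: U2OS osteosarcoma cells stably expressing GPR55 and beta-arrestin-GFP; plate controls were DMSO negative control for no effect and LPI positive control for full effect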
KOR beta-arrestin-1: KOR antagonists, beta-arrestin recruitment, cell-based, luminescence, uHTS (AID 1778); KOR beta-arrestin recruitment, luminescence, antagonist mode; higher % means a stronger effect; inhibition, % at 10 µM, or IC50 in µM where a hit was titrated; actives 0.091% (n = 290,000); in the data active = inhibition above about 50%; also: strong numbers were not always called active
NOD1 NF-kB reporter: NOD1 signaling inhibitors, primary screen, cell-based, luminescence, uHTS (AID 1578); NOD1-driven NF-kB luciferase reporter cells, luminescence; higher % means a stronger effect; inhibition, % at 4 µM; hits with a dose series show EC50 in µM; actives 1% (n = 290,000); in the data active = inhibition mostly above about 36%, no sharp cut-off; inactive = mostly below about 34%;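 also: HEK-293T reporter cells stimulated with the NOD1 agonist gamma-tri-DAP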
Siah-1 displacement: Siah-1 peptide-binding antagonists, primary screen, biochemical, fluorescence polarization, rhodamine-plectin, uHTS (AID 1817); Siah-1 / rhodamine-plectin peptide fluorescence polarization; higher % means a stronger effect; displacement, % at 20 µM; hits with a dose series show IC50 in µM; actives 0.02% (n = 290,000);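 active = displacement of at least 50% at 20 µM, with a fluorescence ratio check between 0.3 and a set limit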;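 also: plate controls were Siah plus tracer with DMSO for no effect and tracer alone without Siah for full effect; strong numbers were not always called active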
HIV fusion peptide: inhibitors of HIV fusion peptide binding, primary screen, biochemical, uHTS, fluorescence dequenching (AID 1986). cell-free peptide binding, fluorescence dequenching, 30 min; higher % means a stronger effect. one-dose inhibition, % at 20 µM; IC50 in µM for titrated hits. actives 0.3% (n = 290,000); in the data active = inhibition mostly above about 52%, no sharp cut-off; inactive = mostly below about 76%; also: some results filed as inactive read as strong as hits
KOR beta-arrestin-2: KOR agonists, beta-arrestin recruitment, primary screen, cell-based, luminescence, uHTS (AID 1777); KOR beta-arrestin recruitment, luminescence; higher % means a stronger effect; one-dose activation, % at 10 µM; EC50 in µM for titrated hits; actives 0.02% (n = 280,000); in the data active = activation above about 50%, passing the limit was not always enough; also: a part of the inactive calls stands beside numbers as strong as those of hits
GPR55 LPI antagonism: inhibition of LPI-stimulated GPR55 beta-arrestin translocation – imaging, U2OS, beta-arrestin-GFP, LPI agonist, primary screen (AID 2013) | U2OS GPR55 beta-arrestin-GFP translocation imaging, LPI antagonism; higher % means a stronger effect | inhibition, % at 10 µM; hits with a dose series show IC50 in µM | actives 0.13% (n = 290,000);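 active = spots per cell inhibited over 60%, with over 100 cells counted and total cytoplasm intensity under 500,000; inconclusive = wells with under 100 cells, flagged as likely toxic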;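 also: U2OS cells stably carrying GPR55 and arrestin-GFP stimulated by 5 µM LPI near EC80; imaged beta-arrestin-GFP aggregate spots per cell after agonist stimulation; plate controls were LPI-stimulated DMSO wells for no effect and DMSO wells without LPI for full effect; some results filed as inactive read as strong as hits; confirmed hits need IC50 under 10 µM and bright autofluorescent wells are also inconclusive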
AID2073: inhibitors of Mint1-CaV2.2 protein interaction, biochemical, HTRF (AID 2073). inhibition, % at 20 µM, or IC50 in µM where a hit was titrated. actives 0.19% (n = 290,000). HTRF protein-protein interaction, Mint1-CaV2.2; higher % means a stronger effect; in the data active = inhibition mostly above about 51%, no sharp cut-off; inconclusive = no clear call, values can overlap the other calls; inactive = mostly below about 53%; also: some results filed as inactive read as strong as hits
* hit, by the source's call; ? = inconclusive; nt = not tested or not shown; [ ] = remark or other dose.

SMILES	GPR35 antagonists	GPR55 activation	KOR beta-arrestin-1	NOD1 NF-kB reporter	Siah-1 displacement	HIV fusion peptide	KOR beta-arrestin-2	GPR55 LPI antagonism	AID2073
Cc1cccc(NC(=O)c2c([N+](=O)[O-])cnn2C)c1	-5%	-0.1%	-14%[20 µM]	-2%	-4%	-1.6%	nt	5%	15%
COc1cccc(CNC(=O)Cn2cccc2)c1	9%	-0.3%	22%	18%	-3%	4.8%	-4.1%	0%	31%
CN(C)S(=O)(=O)c1ccc(NC(=O)C2COc3ccccc3O2)cc1 (configuration not stated)	-11%	-0.5%	-2%	3%	-3%	-1.9%	-3.8%	15%	10%
COCCNC(=O)CSc1ccc(Cl)cc1	-18%	-0.1%	-11%	-21%	-4%	-0.6%	-1.1%	16%	25%
CCCOc1cccc(C(=O)NCCNC(=O)c2ccc(C)nc2)c1	4%	0.2%	-29%	-7%	2%	-0.2%	-4.7%	9%	2%
Cc1cccn2c(=O)c3cc(C#N)c(=NC(=O)c4cccs4)n(CCCOC(C)C)c3nc12	6%	0.2%	2%	-13%	0%	28%	-1.5%	-1%	2%
CC1CCCCN1S(=O)(=O)c1ccc(N(C(=O)c2cnccn2)C(C(=O)NC2CCCCC2)c2cccs2)cc1 (configuration not stated)	16%	0.3%	9%	-19%	4%	0.2%	-4.9%	-4%	-1%
CN1CCN(C(=S)NC(=O)c2ccc(-c3ccccc3)cc2)CC1	3%	-0.3%	13%	-15%	-2%	0.4%	-3.7%	16%	-7%
COc1ccc(-n2c3nc4ccccc4nc3c3c(=N)oc(C)nc32)cc1	-18%	0.1%	10%	-24%	41%	2.7%	6.9%	13%	14%
CCOC(=O)N1CCN(C(=O)c2nc3ccccc3s2)CC1	2%	-0.1%	12%	-32%	2%	1.2%	-0.4%	6%	-2%
CN1C(=O)C(Cc2cnc[nH]2)NC1=S (configuration not stated)	-7%	0.2%	-14%	-13%	-5%	1.7%	-1.3%	-8%	-12%
CCc1cccc(C)c1NC(=S)N(CCN(C)C)C(C)c1ccco1 (configuration not stated)	-15%	0.0%	-10%	3%	15%	1.1%	1.7%	9%	-6%
Cc1cc2cc(CNC(=O)c3ccc4c(c3)OCO4)ccc2n1C	2%	-0.1%	8%	nt	8%	15%	-2.2%	9%	?
COCCOn1c(SCCOC)nc2ccccc2c1=O	11%	-0.2%	-13%	12%	0%	-2.1%	1.4%	14%	-14%
CCN(CCCNC(=O)C1CCN(S(=O)(=O)N2CCOCC2)CC1)c1cccc(C)c1	3%	-0.2%	13%	4%	0%	16%	-4.2%	7%	1%
COc1ccc(Cl)cc1NC(=O)c1nnn(CC(=O)Nc2ccc(OC)c(OC)c2)c1N	4%	0.4%	-29%	-12%	4%	2.5%	-6.2%	24%	nt
COc1cccc(C2c3[nH]c4ccccc4c3CCN2Cc2ncc[nH]2)c1 (configuration not stated)	15%	-0.1%	0%[20 µM]	-4%	-8%	-0.5%	nt	2%	2%
O=C(CCc1ccccc1Cl)Nc1cccc(S(=O)(=O)N2CCCC2)c1	-1%	-0.1%	26%	-16%	17%	-0.1%	-5.5%	18%	-2%
COc1cccc(Cn2c(=O)oc3ccccc32)c1	-13%	0.0%	-3%	-4%	-1%	1.1%	-0.2%	-5%	-2%
Cc1ccc(CNC(=O)Cc2ccc(-n3c(=O)[nH]c4ccsc4c3=O)cc2)cc1	-8%	0.2%	-28%	-29%	6%	2.4%	-4.7%	-6%	6%
CC(C)CN(C(=O)CSc1nn(-c2ccc(Cl)cc2)c(=S)s1)C1CCS(=O)(=O)C1 (configuration not stated)	-3%	-0.3%	-18%	22%	-3%	-2.1%	4.9%	-22%	-12%
COc1ccc(C(=O)CSc2cc(C)nc(SCC(=O)c3ccc(C)cc3)n2)cc1	1%	-0.3%	11%	63%*	2%	1.0%	12%	1%	26%
CC1=NOC(=O)/C1=C\c1ccccc1	6%	-0.2%	-12%	-5%	-4%	0.0%	7.3%	2%	16%
COc1ccc(/C=N/c2oc(-c3ccccc3)cc2C#N)cc1OC	-9%	-0.2%	-81%	25%	1%	-1.8%	-5.6%	-4%	14%
CC1CCCCN1CCNC(=O)c1cnn2ccccc12 (configuration not stated)	12%	-0.1%	-58%	-5%	0%	-0.2%	2.3%	-5%	-1%
O=[N+]([O-])c1ccccc1S(=O)(=O)N1CCCc2ccccc21	5%	-0.1%	-17%[20 µM]	-7%	8%	-0.5%	-2.0%	-14%	1%
Cc1ccc(S(=O)(=O)N(CC(=O)N=Nc2c(O)[nH]c3ccccc23)c2cccc(C)c2)cc1	-12%	0.9%	-2%	-27%	-1%	0.7%	0.1%	-10%	12%
Cc1c(CC(=O)O)c(=O)oc2c(C)c(OCc3c(F)cccc3Cl)ccc12	-2%	0.0%	-23%	-8%	2%	2.4%	-0.4%	2%	17%
CCOc1cc(NC(=S)Nc2ccccc2)c(OCC)cc1NC(=O)c1ccc(OC)cc1	10%	1.2%	4%	27%	-4%	-1.7%	0.0%	-1%	-7%
c1ccc(CN2CCC(N3CCN(Cc4ccc5c(c4)OCO5)CC3)CC2)cc1	-1%	-1.9%	-33%	-12%	10%	0.5%	1.9%	2%	-6%
COc1ccc(-c2nc3ccccc3c(=O)n2CCCn2ccnc2)cc1	-5%	0.1%	35%	-3%	-5%	-1.7%	13%	5%	2%
CC(C)[C@H](NC(=O)c1ccc(Cl)c([N+](=O)[O-])c1)C(=O)O	-11%	0.3%	12%	-2%	6%	-1.2%	-4.6%	8%	-6%
CCCn1nnc(NC(=O)c2ccc(Cl)cc2Cl)n1	13%	0.0%	-57%	-6%	-6%	-1.1%	3.3%	-8%	2%
O=[N+]([O-])c1ccc2nc(-c3ccc(Cl)cc3)n(OCc3ccccc3)c2c1	1%	0.4%	6%	-153%	1%	8.7%	-4.1%	2%	-17%
Cc1onc(NC(=O)NC(=O)c2ccccc2F)c1Br	-35%	-0.1%	-14%	-30%	-5%	-0.3%	12%	-7%	13%
CCCCN(CCCC)c1ccc(C(=O)c2ccccc2C(=O)O)c(O)c1	-4%	-0.1%	-23%	18%	0%	29%	3.5%	3%	2%
COc1ccc(CNC(=S)NC(C)CCc2ccccc2)cc1 (configuration not stated)	-2%	-0.4%	-8%	-24%	5%	0.9%	-7.3%	3%	-3%
Cc1cccc(CC2S/C(=N/N=C/c3ccco3)N(c3ccccc3)C2=O)c1 (configuration not stated)	-12%	-0.2%	-10%	-44%	26%	33%	5.5%	4%	19%
O=C(Nc1ccc(Br)cc1)Nc1ccccc1Cl	1%	-0.1%	13%	-5%	2%	1.6%	1.9%	6%	11%
CCOc1cccc(C(=O)NNC(=O)C2C3C=CC(C3)C2C(=O)O)c1 (configuration not stated)	3%	0.0%	17%	-31%	12%	-0.5%	2.3%	12%	1%

Reformatted in CSV form: 3 of the compounds above
SMILES,GPR35 antagonists,GPR55 activation,KOR beta-arrestin-1,NOD1 NF-kB reporter,Siah-1 displacement,HIV fusion peptide,KOR beta-arrestin-2,GPR55 LPI antagonism,AID2073
COc1ccc(C(=O)CSc2cc(C)nc(SCC(=O)c3ccc(C)cc3)n2)cc1,1%,-0.3%,11%,63%*,2%,1.0%,12%,1%,26%
CC1=NOC(=O)/C1=C\c1ccccc1,6%,-0.2%,-12%,-5%,-4%,0.0%,7.3%,2%,16%
COc1ccc(/C=N/c2oc(-c3ccccc3)cc2C#N)cc1OC,-9%,-0.2%,-81%,25%,1%,-1.8%,-5.6%,-4%,14%

Additional records
SMILES	GPR35 antagonists	GPR55 activation	KOR beta-arrestin-1	NOD1 NF-kB reporter	Siah-1 displacement	HIV fusion peptide	KOR beta-arrestin-2	GPR55 LPI antagonism	AID2073
O=c1[nH]c2ccccc2c(O)c1O	1%	-0.2%	-7%	-53%	9%	-0.3%	4.0%	20%	28µM*
CCCCNC1c2ccccc2C(=O)N1Cc1ccccc1 (configuration not stated)	9%	-0.3%	-5%	17%	12%	3.0%	-2.4%	-6%	3%
CC1(C)OC2OC(C(=O)N/N=C/c3ccccc3F)C3OC(C)(C)OC3C2O1 (configuration not stated)	-3%	-0.4%	11%	-14%	5%	-1.6%	-3.3%	20%	-3%
CN(C)C(CNC(=S)Nc1cccc(Cl)c1)c1ccccc1 (configuration not stated)	-11%	0.1%	30%	-13%	10%	1.1%	6.5%	10%	-14%
Cc1cc(C)nc(SCCn2c(N3CCCCC3)nc3c2c(=O)n(C)c(=O)n3C)n1	16%	0.0%	-16%	nt	1%	-1.3%	-1.1%	3%	-10%
O=[N+]([O-])c1cnn(-c2nc(-c3ccccc3)cc(C(F)(F)F)n2)c1	-4%	-0.1%	-3%	-38%	-7%	1.2%	-4.0%	25%	14%
CC1(C)CC(=O)C(C=NC2CCCCC2)=C(O)C1	1%	-0.3%	19%	0%	2%	0.0%	9.0%	-3%	0%
O=C(Nc1cccc(Cl)c1)Nc1cc(S(=O)(=O)N2CCOCC2)ccc1N1CCCC1	5%	0.0%	-36%	-9%	-2%	-1.5%	2.1%	4%	4%
CCO[C@H]1OC(C(=O)NCc2ccccc2)=C[C@@H](c2ccc(C(F)(F)F)cc2)[C@@H]1CCCO	17%	0.1%	5%	-23%	2%	-0.1%	-1.9%	15%	6%
O=[N+]([O-])c1cc(Cl)ccc1-c1nc(-c2ccccc2)no1	-1%	0.0%	-2%	-36%	3%	-1.9%	5.0%	4%	-6%
CCn1c(-c2csc(C(C)C)c2)n[nH]c1=S	-11%	-0.3%	-14%	-12%	-3%	-0.7%	1.1%	-4%	-16%
CCOc1ccc(C(=O)Nc2ccc(S(=O)(=O)N3CCOCC3)cc2)cc1OCC	-6%	-0.2%	-16%	3%	-1%	10%	-3.2%	-10%	3%
COc1ccc(CNc2nc3ccccc3n2C)c(OC)c1	22%	-0.1%	0%[20 µM]	9%	-1%	-0.1%	nt	1%	-1%
O=S(=O)(/C=C/c1ccccc1)Nc1ccc(N2CCOCC2)cc1	-9%	-0.2%	-62%	19%	-2%	-4.8%	4.5%	10%	-9%
C=CCOC(=O)C1=C[C@@H](c2ccc(Br)cc2)C[C@@H](OCc2ccc(CO)cc2)O1	-3%	-0.2%	-23%	-9%	-3%	5.7%	7.3%	12%	22%
CS(=O)(=O)N(CC(=O)NCCSC1CCCCC1)c1ccccc1	4%	-0.1%	-21%[20 µM]	-25%	7%	1.2%	-2.1%	1%	0%
S=c1[nH]nc(-c2ccc3ncccc3c2)n1-c1ccc2c(c1)OCCO2	-5%	-0.3%	-11%	-50%	-1%	-1.0%	2.1%	-12%	6%
CCOC(=O)c1ccc(-c2ccc(/C=N/NC(=O)CN(c3cccc(C)c3)S(C)(=O)=O)o2)cc1	-17%	-0.3%	23%	-32%	1%	2.9%	3.9%	3%	15%

These rows are one share of the data (hit frequency here may not be typical).
